RGS4-Gao reg = modulates binding of RGS4 to human Galphao; P09471; Multiplexed bead flow cytometry; actives lie on both sides; binding response (% of control), % at 10 µM; 0.33% of 220,000 active; in the data active means binding response below about 49% or above about 150%; inactive means in between;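 further: fluorescent Galphao activated with aluminum fluoride binding bead-coupled RGS4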
Bim-Bcl-W = human Bim-Bcl-W interaction inhibition. 0.02% of 190,000 active. AID 952. inhibition, % at 10 µM. bead-based flow cytometry, Bim peptide-Bcl-W binding. Q92843;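 further: 0% = bound tracer without compound and 100% = peptide blocker; higher means less fluorescent Bim peptide bound to Bcl-W beads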
Target sequence (Q92843 whole entry, looked up): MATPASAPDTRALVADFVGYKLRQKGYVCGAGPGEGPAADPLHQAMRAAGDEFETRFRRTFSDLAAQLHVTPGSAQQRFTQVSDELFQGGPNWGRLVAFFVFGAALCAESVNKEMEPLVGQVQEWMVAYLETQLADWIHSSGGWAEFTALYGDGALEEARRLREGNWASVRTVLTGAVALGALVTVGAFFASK
Bim-Bcl-XL = disrupts Bim peptide binding to human Bcl-XL; Q07817; bead flow cytometry, fluorescence; inhibition, % at 10 µM; 0.04% of 190,000 active
Target sequence (Q07817 whole entry, looked up): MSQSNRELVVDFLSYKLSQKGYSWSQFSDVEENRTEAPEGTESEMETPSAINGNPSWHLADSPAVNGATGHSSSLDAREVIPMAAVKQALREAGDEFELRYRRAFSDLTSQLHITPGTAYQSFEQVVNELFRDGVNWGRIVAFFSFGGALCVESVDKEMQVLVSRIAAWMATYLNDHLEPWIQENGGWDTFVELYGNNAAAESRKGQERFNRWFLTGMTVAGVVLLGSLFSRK
Mcl-1 Bim block = human Bim-Mcl-1 interaction inhibition; 0.1% of 190,000 active; Q07820; Bead-based flow cytometry, Bim peptide-Mcl-1 binding; inhibition, % at 10 µM;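 further: 0% = no compound tracer wells and 100% = peptide blocker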
RGS8-Gao = human RGS8-Galphao interaction regulation | P09471 | multiplexed bead flow cytometry, RGS8-Galphao binding; actives lie on both sides | response (percent of control binding), % at 10 µM | 0.34% of 220,000 active; in the data active means response below about 60% or above about 140%; inactive means in between;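 further: Galphao activated as the GDP aluminium fluoride complex binding bead-coupled RGS8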
RGS7-Gao reg = regulators of human RGS7-Galphao interaction | Multiplexed bead flow cytometry, RGS7-Galphao binding; actives lie on both sides | AID 1439 | 0.35% of 220,000 active | P09471 | binding response (% of control), % at 10 µM; in the data active means binding response below about 49% or above about 150%; inconclusive means no clear call, values can overlap the other calls; inactive means in between;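 further: fluorescent Galphao held in activated GDP-AlF4 state binding bead-coupled RGS7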
Mcl1-Bid inh = disrupts binding of human Mcl-1 to Bid peptide | Q07820 | TR-FRET Mcl-1/Bid-Dy647 peptide binding, 1536-well | inhibition, % at 21.7 µM | 0.97% of 220,000 active | AID 1021;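 active means compounds that cut the binding signal by more than half at the single screening dose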;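 further: His-tagged Mcl-1 with europium anti-His antibody binding Bid BH3 peptide; 0% = Mcl-1 plus peptide wells and 100% = peptide-only wells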
Bim-Bcl-2 = disrupts Bim peptide binding to human Bcl-2; P10415; Bead-based flow cytometry, Bim peptide-Bcl-2 binding; inhibition, % at 10 µM; 0.06% of 190,000 active; AID 950; in the data active means inhibition above about 40%; inconclusive means no clear call, values can overlap the other calls;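 further: 0% = no compound wells with probe peptide and 100% = reference peptide inhibitor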
Target sequence (P10415 whole entry, looked up): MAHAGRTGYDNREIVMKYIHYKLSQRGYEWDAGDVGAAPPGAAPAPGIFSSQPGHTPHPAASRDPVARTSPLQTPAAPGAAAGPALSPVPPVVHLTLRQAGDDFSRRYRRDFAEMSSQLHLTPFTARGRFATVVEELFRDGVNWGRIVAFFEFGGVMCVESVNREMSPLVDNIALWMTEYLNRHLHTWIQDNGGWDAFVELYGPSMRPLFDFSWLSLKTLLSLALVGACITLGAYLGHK
Bfl-1 Bim block = human Bim-Bfl-1 interaction inhibition; inhibition, % at 10 µM; AID 1008; 0.12% of 190,000 active; Bead-based flow cytometry, Bim-Bfl-1 binding inhibition;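 further: 0% = wells without compound plus tracer and 100% = blocker peptide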
Bim-Bcl-B = human Bim-Bcl-B interaction inhibition. Q9HD36. bead-based flow cytometry, Bim peptide-Bcl-B binding. inhibition, % at 10 µM. 0.073% of 190,000 active. AID 951;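 further: 0% = tracer peptide without compound and 100% = reference inhibitor peptide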
Target sequence (Q9HD36 whole entry, looked up): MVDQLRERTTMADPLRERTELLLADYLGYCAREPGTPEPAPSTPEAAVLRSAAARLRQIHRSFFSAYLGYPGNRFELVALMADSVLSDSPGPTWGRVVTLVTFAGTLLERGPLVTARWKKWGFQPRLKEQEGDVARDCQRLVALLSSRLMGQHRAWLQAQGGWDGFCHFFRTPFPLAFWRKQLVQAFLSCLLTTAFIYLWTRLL
GSH bead fluor = GSH bead compound fluorescence profile; GSH beads flow cytometry, compound fluorescence 488/530 nm; hits give high values; 0.25% of 190,000 active; fluorescence (KMESF) at 10 µM; in the data active means fluorescence above about 89;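 further: glutathione beads carrying GST-tagged Bcl family fusion proteins plus one bare bead set; values are compound well signal with DMSO vehicle wells as background; inactives centre near 16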
* marks the source's active call; other numbers are inactive results; ? = inconclusive; & = joins results of further samples; [ ] = another dose, or the depositor's remark. Unless noted, no stated cut-off is given here; in the data, active means inhibition above about 40%.

SMILES	RGS4-Gao reg	Bim-Bcl-W	Bim-Bcl-XL	Mcl-1 Bim block	RGS8-Gao	RGS7-Gao reg	Mcl1-Bid inh	Bim-Bcl-2	Bfl-1 Bim block	Bim-Bcl-B	GSH bead fluor
COc1ccc(/C=C2\CCOC2=O)cc1	111.9&95.9	-2.0	-7.0	-1.0	106.7&99.6	?	-11.1&-18.4	-3.0	0.0	0.0	18
COc1cc(CNCCO)cc(Br)c1OCc1cccs1	104.6	1.0	0.0	-2.0	105.9	100.2	-2.9	-5.0	-7.0	-9.0	15
CN1CCc2c(sc3c2C(=O)NC(c2ccccc2)N3)C1 (configuration not stated)	103.3	-4.0	-7.0	-5.0	105.9	107.3	-13.2	0.0	-3.0	-7.0	22
N#Cc1cnn2c(C(F)(F)F)c3c(nc12)CCCC3	97.1	-2.0	-5.0	-4.0	93.6	99.1	-11.4	0.0	3.0	-2.0	13
CCOC(=O)c1cc(-c2ccco2)nn1-c1ccc(C)cc1	99.2	-1.0	-1.0	0.0	100.6	?	-44.8	0.0	-4.0	-1.0	14
Nc1c(Br)cc2oc(-c3ccccc3)nc2c1Br	103.8	-3.0	-7.0	-4.0	103.0	104.0	8.4	-3.0	-3.0	-10.0	12
Cc1ccc(Cn2ccc(NC(=O)c3cc(-c4ccco4)on3)n2)cc1	100.7	-3.0	-10.0	-5.0	97.8	98.5	3.0	-2.0	-3.0	-8.0	23
COCCn1cnnc1SCC(=O)Nc1ccc(Br)cc1F	99.7	-1.0	-4.0	0.0	103.0	97.4	-13.5	-1.0	-6.0	-2.0	7
O=C(O)CC(NS(=O)(=O)c1ccc(Br)cc1)c1ccco1 (configuration not stated)	103.0	-3.0	-6.0	-2.0	102.1	97.5	-8.8	-6.0	-20.0	-11.0	21
CC(C)Cn1c(N)c(C(=O)COC(=O)CC23CC4CC(CC(C4)C2)C3)c(=O)n(C)c1=O	98.8	2.0	-11.0	-4.0	101.7	101.6	-3.4	-6.0	-16.0	-9.0	52
Cc1ccc(S(=O)(=O)NC(=O)Nc2nnc(C3CC3)s2)cc1	102.8	1.0	0.0	-8.0	102.4	97.3	5.9	-8.0	-10.0	-9.0	55
O=C(O)/C=C\C(=O)Nc1ccc(OC(F)F)cc1	101.5	-1.0	0.0	0.0	100.7	100.5	-4.3	-3.0	-4.0	-4.0	11
CCc1sc(-c2c(C#N)c(N)nc3c2CCCCCC3)cc1[N+](=O)[O-]	101.4	3.0	-1.0	1.0	100.4	95.5	-14.5	0.0	-3.0	-2.0	9
CC1=C(C(=O)Nc2ccccc2)C(c2ccc(Cl)cc2)n2c(s/c(=C/c3cccc(OCC(=O)O)c3)c2=O)=N1 (configuration not stated)	101.8	3.0	5.0	2.0	100.7	?	-36.0	0.0	-2.0	3.0	10
CCC(NC(=O)c1ccc([N+](=O)[O-])cc1[N+](=O)[O-])c1ccccc1 (configuration not stated)	78.1	0.0	-7.0	-2.0	87.2	92.9	-13.4	-8.0	-17.0	-10.0	36
Cc1ccc(S(=O)(=O)Cn2nnnc2C(C(C)C)N2CCSCC2)cc1 (configuration not stated)	100.0	-5.0	-8.0	-1.0	98.6	103.0	-15.2	-6.0	-16.0	-13.0	24
CCOC(=O)/C(C#N)=C/c1cc2ccccc2nc1N1CCCCC1	105.2	3.0	4.0	3.0	115.6	102.5	-0.8	3.0	2.0	-10.0	18
Cc1cc(NC(=O)c2cccc(S(=O)(=O)N3CCCC3)c2)no1	100.8	-2.0	-11.0	-8.0	98.8	98.8	-0.8	-9.0	-19.0	-12.0	35
O=C(Nc1c(-c2cccs2)nc2ccccn12)c1ccc2ccccc2c1	98.3	-4.0	-6.0	-2.0	100.4	99.8	7.5	-5.0	-7.0	-6.0	12
Fc1nc(F)c(F)c(NCCCNc2c(F)c(F)nc(F)c2F)c1F	101.4	-1.0	-1.0	-2.0	100.2	99.8	-13.3	-3.0	-4.0	-3.0	13

Among those listed so far, 2 contain an aryl methoxy group:
SMILES	RGS4-Gao reg	Bim-Bcl-W	Bim-Bcl-XL	Mcl-1 Bim block	RGS8-Gao	RGS7-Gao reg	Mcl1-Bid inh	Bim-Bcl-2	Bfl-1 Bim block	Bim-Bcl-B	GSH bead fluor
COc1ccc(/C=C2\CCOC2=O)cc1	111.9&95.9	-2.0	-7.0	-1.0	106.7&99.6	?	-11.1&-18.4	-3.0	0.0	0.0	18
COc1cc(CNCCO)cc(Br)c1OCc1cccs1	104.6	1.0	0.0	-2.0	105.9	100.2	-2.9	-5.0	-7.0	-9.0	15

New compounds follow.
SMILES	RGS4-Gao reg	Bim-Bcl-W	Bim-Bcl-XL	Mcl-1 Bim block	RGS8-Gao	RGS7-Gao reg	Mcl1-Bid inh	Bim-Bcl-2	Bfl-1 Bim block	Bim-Bcl-B	GSH bead fluor
CNC(=S)NNC(=O)c1cccn(Cc2ccccc2)c1=O	100.7	4.0	-5.0	-5.0	101.4	?	-48.1	-6.0	1.0	-45.0	16
CC1=Nc2cc(C(=O)NCCCOC(C)C)ccc2Sc2ccccc21	102.5	3.0	-1.0	0.0	100.3	97.9	-24.7	1.0	-4.0	-3.0	19
O=C(O)CCc1ccc(-c2ccc(Cl)cc2)n1CCC(=O)O	98.0	1.0	0.0	0.0	102.0	99.1	-42.7	2.0	0.0	1.0	14
CCOC(=O)C1=C(N)OC(C)=C(C#N)C1c1ccco1 (configuration not stated)	107.4	0.0	-3.0	-1.0	104.0	103.7	-8.5	-3.0	-1.0	-5.0	20
COc1ccc(/C=N/NC(=O)C2C(C=C(Cl)Cl)C2(C)C)c(OC)c1 (configuration not stated)	97.9	0.0	0.0	-1.0	100.2	96.2	2.8	-3.0	-4.0	-4.0	14
O=C(O)c1cccc(NC(=O)c2cn(-c3ccccc3)nc2-c2cc3ccccc3o2)c1	104.4	-2.0	-3.0	1.0	102.9	101.9	26.1	-1.0	-4.0	-2.0	14
CN(C)c1ccc(/C=C2/C(=O)N(c3ccc([N+](=O)[O-])cc3)N=C2N2CCOCC2)cc1	98.4	0.0	-25.0	-4.0	96.0	95.5	-14.8	-9.0	-9.0	-6.0	30
COC1CCCCC1Nc1ccc(C)c(C)c1 (configuration not stated)	99.0	1.0	-1.0	0.0	100.8	95.1	44.7	-1.0	0.0	1.0	15
CCN(CC)C(=O)C1CCCN(C(=O)Nc2ccc(NC(=O)N3CCCC(C(=O)N(CC)CC)C3)cc2)C1 (configuration not stated)	99.0	2.0	-2.0	0.0	100.3	101.5	-45.2	-1.0	-12.0	-3.0	13
CCOc1cc(Br)c(C=O)cc1OCC	90.2	-2.0	-3.0	0.0	103.2	87.5	-3.9	-6.0	-9.0	-2.0	11
CC(=O)N1c2c(cc(Br)cc2S(=O)(=O)NCc2ccc3c(c2)OCO3)CC1C (configuration not stated)	106.2	-1.0	-1.0	-3.0	103.2	111.2	-19.7	-2.0	0.0	0.0	11
Oc1ccc(Cl)cc1C=NCCc1ccccc1	101.5	-4.0	-4.0	-3.0	104.2	101.0	10.5	-3.0	-5.0	-5.0	12
O=C(CSc1ncnc2c1oc1ccccc12)NCc1ccco1	98.2	-7.0	-7.0	-3.0	96.7	93.7	-16.2	-3.0	0.0	-5.0	11
Cc1onc(-c2c(F)cccc2Cl)c1C(=O)NCCCN1CCOCC1	88.5	0.0	-6.0	0.0	94.2	84.2	-10.8	-2.0	-9.0	-6.0	30
CCOC(=O)C(CCCOc1cccc(OC)c1)C(=O)OCC	100.8	0.0	-2.0	-1.0	100.3	99.2	-6.7	-2.0	-2.0	2.0	21
Cn1c(=O)oc2cc(S(=O)(=O)NCCC(=O)N3CC=C(c4ccccc4)CC3)ccc21	93.0	-2.0	-2.0	-2.0	101.1	95.5	-3.0	-2.0	-4.0	-4.0	26
CCOC(=O)C1=C(N)N2C(=O)C(C)SC2=C(C(=O)OC)C1c1ccccc1OC (configuration not stated)	101.0	0.0	-5.0	0.0	103.3	99.7	-7.5	-8.0	-10.0	-8.0	12
CCOC(=O)CNC(=O)CSc1nc(NCc2ccccc2)nc(N(C)C)n1	98.1	1.0	-1.0	0.0	102.5	97.6	-21.1	-9.0	-10.0	-5.0	23
O=C(Cn1cnc2c(cnn2-c2ccccc2)c1=O)N1CCOCC1	103.9	0.0	1.0	0.0	103.7	105.9	-7.0	1.0	3.0	1.0	12
O=C(CN1CCOCC1)N1CCN(c2ccc([N+](=O)[O-])cc2)CC1	101.7	0.0	-2.0	0.0	102.0	105.4	-10.3	-4.0	-7.0	-2.0	13
Cc1cnc(C(=O)NCc2ccc(Cl)cc2Cl)cn1	104.6	-3.0	-1.0	0.0	102.8	?	-26.2	0.0	-5.0	-2.0	16
CCNC(=O)c1cc2ccccc2o1	10.4*	-4.0	-2.0	-4.0	16.5*	14.7*	-7.1	-5.0	-4.0	-5.0	25
O=C(CCCn1c(=O)[nH]c2ccsc2c1=O)Nc1ccc(F)cc1	104.2	0.0	-1.0	0.0	101.9	?	-25.9	-1.0	-5.0	-3.0	11
O=C(Nc1cccnc1)c1ccc(NC(=O)c2ccco2)cc1	103.4	-2.0	-1.0	-3.0	99.5	100.1	5.3	-4.0	-2.0	-2.0	12
c1cncc(Oc2cccc(Oc3cccnc3)c2)c1	101.6	2.0	5.0	4.0	106.3	101.9	9.8	5.0	7.0	7.0	13
O=C(CCC1CCCC1)Nc1nnc(-c2ccc3c(c2)OCO3)s1	98.0	-1.0	-1.0	-4.0	91.8	94.8	-7.8	6.0	6.0	1.0	11
O=C(c1cc[n+]([O-])cc1)N1CCc2c([nH]c3ccccc23)C1c1ccccc1Cl (configuration not stated)	103.4	3.0	0.0	5.0	99.7	99.7	-46.8	0.0	-4.0	-1.0	17
O=C(Nc1nc2c(s1)CCCC2)c1ccc(Br)o1	101.6	-3.0	-5.0	-5.0	100.2	97.9	-16.0	-2.0	1.0	-3.0	28
Cc1ccc(NC(=O)COC(=O)c2cc(Cl)cc(Cl)c2)c(Br)c1	102.8	-3.0	-3.0	-1.0	101.1	101.2	1.3	-2.0	-1.0	-7.0	21
NC(=O)CSc1nc(-c2ccccc2Cl)ns1	94.6	-1.0	0.0	-3.0	97.3	94.7	-1.9	-2.0	-1.0	-2.0	16
CC(C)CCNC(=O)c1ccc(Cl)c(N)c1	94.9	0.0	0.0	2.0	96.1	?	-19.7	3.0	-3.0	-1.0	20
Cc1cc(C(=O)CSc2n[nH]c(N)n2)c(C)n1-c1ccc(F)cc1	97.3	0.0	-1.0	5.0	89.2	95.8	-34.3	8.0	6.0	-1.0	12
CN(Cc1ccccc1)C(=O)c1nn2cccnc2c1Cl	104.1	0.0	-3.0	1.0	104.1	?	-14.6	3.0	-3.0	-6.0	19
Cc1ccc(CNc2nc3ccc(C)cc3n3cnnc23)cc1	86.9	0.0	2.0	-3.0	94.5	92.8	9.7	0.0	0.0	-2.0	26
Cc1nc2c(cnn2-c2ccc(Cl)cc2)c(=O)n1-c1ccc(N2CCC(C)CC2)cc1	150.3*[activator]	0.0	3.0	3.0	108.7	171.0*[activator]	-30.8	1.0	5.0	1.0	21
Fc1ccc2c(c1)C(c1ccncc1)=NNC(c1ccc(Cl)cc1)=N2	109.5	0.0	-1.0	19.0	109.1	110.2	-2.2	0.0	0.0	0.0	24
O=C(CNC(=O)c1cccs1)N/N=C/c1ccco1	100.5	-2.0	-3.0	-2.0	102.0	99.3	-2.4	-2.0	0.0	0.0	19
CCOc1ccc(C(=O)NC2CCN(CC(=O)NCc3cccs3)CC2)cc1	99.8	-1.0	-5.0	0.0	101.3	98.7	-18.2	-6.0	-9.0	-4.0	15
